Screening data: PubChem BioAssay, National Center for Advancing Translational Sciences (NCATS)
Sm TGR inh: inhibitors of Schistosoma mansoni thioredoxin glutathione reductase | purified TGR, DTNB reduction, TNB absorbance 405 nm | Potency, µM (top dose mostly 114 µM), inactives show at the highest dose activity change, negative = inhibition, usual class: inhibitors | actives 3% (n = 360,000) | AID 485364; note: potency is the fitted concentration of half-maximal effect; % is set by controls: 0 for no effect and ±100 for the full control effect; nearly all actives have a fitted effect of over 60% in size
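Kinetic colorimetric format: TGR-catalysed, NADPH-driven DTNB reduction monitored via TNB absorbance. Enzyme dispensed at 20 nM; compound exposure 15 min at room temperature before reaction start.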
FBPA Giardia inh: blocks Giardia fructose-bisphosphate aldolase activity | A8B2U2 | purified Giardia FBPA | Potency, µM (series often up to 59.6 µM), inactives show top-dose activity, negative = inhibition, actives largely listed as inhibitors | actives 0.71% (n = 290,000) | AID 2451; note: potency is the fitted concentration of half-maximal effect; % is set by controls: 0 for no effect and ±100 for the full control effect; nearly all actives have a fitted effect of over 55% in size
Target sequence (A8B2U2 whole entry, looked up): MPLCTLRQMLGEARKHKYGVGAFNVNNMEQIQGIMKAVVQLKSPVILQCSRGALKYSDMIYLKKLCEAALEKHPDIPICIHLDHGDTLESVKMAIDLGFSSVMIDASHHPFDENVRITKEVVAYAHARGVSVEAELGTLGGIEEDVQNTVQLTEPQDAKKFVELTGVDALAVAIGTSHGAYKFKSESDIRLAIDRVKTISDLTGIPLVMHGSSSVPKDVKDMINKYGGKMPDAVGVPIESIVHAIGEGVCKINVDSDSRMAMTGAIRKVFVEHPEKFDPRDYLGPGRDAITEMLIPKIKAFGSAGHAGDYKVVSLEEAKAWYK
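40 nM FBPA preincubated 10 min at RT with compound (up to 57.5 uM final), then substrate plus GAPDH/TPI/NAD/arsenate coupling and diaphorase/resazurin added. Fluorescence read after 20 min at RT, 525/598 nm.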
Shiga toxin inh: blocks Shiga toxin action in Vero cells | Vero cells, Shiga toxin protein synthesis inhibition reporter | inhibition, % at 38.7 µM | actives 9.2% (n = 290,000); in the data active = inhibition mostly above about 28%, no sharp cut-off; inactive = mostly below about 43%; note: 0% is about no effect
Cycloheximide cs: counter-screen for Shiga toxin inhibitors: cycloheximide protein synthesis inhibition | cell reporter, cycloheximide protein synthesis inhibition counterscreen | max response, % | AID 2314 | actives 12% (n = 300,000); in the data active = max response mostly above about 13%, no sharp cut-off; inactive = mostly below about 14%; note: read at 38.3 µM for the half of the compounds with a filed dose; 0% is about no effect
Pf growth 96h: P. falciparum growth inhibition at 96 hour, primary screen for plastid delayed-death inhibitors; P. falciparum luciferase reporter growth, 96 h; Potency, µM (series often up to 28.7 µM), without a hit: top-dose activity change, negative = inhibition, hits mostly inhibitors; actives 6.9% (n = 320,000); AID 504834; note: potency is the fitted concentration of half-maximal effect; % is set by controls: 0 for no effect and ±100 for the full control effect
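Luminescence readout: decreased luciferase signal marks inhibited growth of reporter-expressing P. falciparum in infected red cells (2% hematocrit, 0.05% parasitemia final), exposed to compound two generations (96 h, 37 C, 5% CO2).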
Pf growth 48h: inhibits P. falciparum growth in the first generation, 48 h | Potency, µM (top dose mostly 28.7 µM), without a hit: at the highest dose activity change, negative = inhibition, most hits filed as inhibitors | actives 5.9% (n = 310,000) | P. falciparum luciferase growth in erythrocytes, 48 h; note: potency is the fitted concentration of half-maximal effect; % is set by controls: 0 for no effect and ±100 for the full control effect
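Cell-based growth assay: transgenic P. falciparum expressing firefly luciferase, cultured in red cells within RPMI 1640 containing 0.5% w/v Albumax, 24 mM bicarbonate and gentamycin. A drop in luciferase activity indicates inhibition.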
Numbers without * were called inactive; i = inactive; ? = inconclusive; . = not tested or not shown; & = joins results of further samples; [ ] = dose if it differs, or a comment. Unless noted, calls come from the whole dose curve; as a rule, active = well fitted curve in the direction sought with a large enough effect; inconclusive = small, poorly fitted or top-dose-only effect, or another doubt; inactive = no such curve, though single readings can be large; an effect the other way counts as inactive or inconclusive.

Order of results: Sm TGR inh	FBPA Giardia inh	Shiga toxin inh	Cycloheximide cs	Pf growth 96h	Pf growth 48h
CCC1OC(=O)CC(O)C(C)[C@@H](O[C@@H]2OC(C)[C@H](O[C@@H]3C[C@@](C)(O)C(O)C(C)O3)C(N(C)C)C2O)[C@H](CC=O)CC(C)C(=O)/C=C/C(C)=C/[C@@H]1COC1OC(C)C(O)C(OC)[C@@H]1OC (stereo partly drawn)
 : .	6%	.	.	0.76µM*	?
CC1(c2ccccc2)NC(=O)N(CC(=O)NCCC2=CCCCC2)C1=O (stereo not drawn)
 : 10%	-1%	22	6	0%	32%[activator]
Cc1cccc(OC(C)C(=O)Nc2ccccc2C(=O)N2CCCCC2)c1 (stereo not drawn)
 : -4%	.	13	-7	-6%	-14%
COc1ccc(OC)c(NC(=O)Nc2cc(C(=O)O)ccc2C)c1
 : -3%	-2%	-2	10	0%	60%[activator]
CC(NC(=O)c1ccc(F)cc1)c1ccccc1 (stereo not drawn)
 : 2%	1%	-7	1	?	37%[activator]
CCOC(=O)C1=C(C)NC(=S)NC1/C=C/c1ccccc1 (stereo not drawn)
 : -3%	-2%	-11	6	?	?
C=CCOc1cccc(C(=O)N2CCCC(Nc3ccc4c(c3)OCCO4)C2)c1 (stereo not drawn)
 : 22%	.	-16	11	229%[activator]	?
Cc1cccc(OCC(=O)N(Cc2ccc(N(C)C)cc2)C2CCS(=O)(=O)C2)c1 (stereo not drawn)
 : -7%	4%	-6	-2	6%	-2%
COCCCNC(=O)c1c(N)n(-c2ccc3c(c2)OCO3)c2nc3ccccc3nc12
 : -10%	?	20	9	11%	6.6µM*
CC(C(=O)Nc1cccc([N+](=O)[O-])c1)n1nnc2ccccc21 (stereo not drawn)
 : -26%	4%	20	-3	?	?
COc1ccccc1-n1c(/C=C/c2ccc(O)cc2)nc2ccccc2c1=O
 : -23%	-18%	15	7	-7%	13µM*
O=C(c1ccccc1F)N1CCOCC1
 : 18%	0%	-16	1	-9%	0%
CC(=O)c1cccc(NS(=O)(=O)c2cc(-c3cnc(C4CC4)o3)ccc2C)c1
 : 1%&-4%	-7%	-9	0	?	7%
O=C(O)c1ccccc1-c1ccc(/C=c2\sc3nc4cc(Br)cnc4n3c2=O)o1
 : ?	-25%	-20	0	4%	-7%
COc1ccc(CCNC(=O)c2ccccc2NS(=O)(=O)c2c(F)cccc2F)cc1
 : 2%	16%	-5	-4	-4%	?
COc1ccc(C(CNC(=O)c2cc3ccccc3cc2O)N2CCOCC2)cc1 (stereo not drawn)
 : 17%	.	.	.	10µM*	9.3µM*
CCO[C@H]1OC(C(=O)N2CCOCC2)=C[C@@H](c2coc3ccccc3c2=O)[C@@H]1CCCO
 : -2%	5%	-18	5	1%	25%
Cc1ccc(C(=O)COC(=O)c2cn(-c3ccccc3)nc2-c2ccccc2)cc1[N+](=O)[O-]
 : 7%	-1%	-4	1	?	0%
CCN1/C(=C/c2ccc3cccc(C)c3[n+]2CC)Sc2ccccc21
 : 26%	7%	10	-2	?	?
Cc1ccsc1/C=N/Nc1nc(Cl)c(Cl)cc1Cl
 : 5%	-4%	45	41*	156%[activator]	-8%

At a glance, part of the list above:
Order of results: Sm TGR inh	FBPA Giardia inh	Shiga toxin inh	Cycloheximide cs	Pf growth 96h	Pf growth 48h
CCC1OC(=O)CC(O)C(C)[C@@H](O[C@@H]2OC(C)[C@H](O[C@@H]3C[C@@](C)(O)C(O)C(C)O3)C(N(C)C)C2O)[C@H](CC=O)CC(C)C(=O)/C=C/C(C)=C/[C@@H]1COC1OC(C)C(O)C(OC)[C@@H]1OC (stereo partly drawn)
 : .	6%	.	.	0.76µM*	?
CC1(c2ccccc2)NC(=O)N(CC(=O)NCCC2=CCCCC2)C1=O (stereo not drawn)
 : 10%	-1%	22	6	0%	32%[activator]

(next part)
Order of results: Sm TGR inh	FBPA Giardia inh	Shiga toxin inh	Cycloheximide cs	Pf growth 96h	Pf growth 48h
C=CCN1C(=O)c2ccccc2Sc2ccc(C(=O)NCCC)cc21
 : 0%	2%	-11	1	8%	-30%
COCC(=O)OCC(=O)Nc1cc(C)c(C)cc1[N+](=O)[O-]
 : -6%	4%	24	16*	-16%	32%[activator]
Cc1cc(C)nc(N2CCC(C(=O)NCC3CCCCC3)CC2)n1
 : -2%	-1%	22	-5	3%	4%
CCOC(=O)C(=O)Nc1cc(C)nn1-c1nc2ccccc2[nH]1
 : 13%	-8%	1	14	95%[activator]	56%[activator]
O=[N+]([O-])c1ccc2c(c1)OCCOCCOCCOCCOCCOCCO2
 : 0%	-3%	-15	-3	?	-16%
COc1ccc(Nc2ncnc3c2cnn3Cc2ccc(C)cc2)cc1
 : 10%	-11%	-19	-1	.	-3%
O=C1CN=C(c2ccc(Br)cc2)c2oc3ccccc3c2N1
 : -4%	13%	-5	-1	52%[activator]	3%
O=C(O)C1Nc2c(O)cc(Cl)c([N+](=O)[O-])c2C2C=CCC12 (stereo not drawn)
 : 3.5µM*	?	-9	-5	?	38%[activator]
CCN1CCc2c(sc(NC(=O)CSc3ccccc3)c2-c2nc3ccccc3s2)C1
 : 0%	.	-26	-13	.	.
COc1ccc(NC(=O)C(C)Sc2nnc3c4c(nc(-c5ccc(OC)cc5)n23)CC(C)(C)OC4)cc1 (stereo not drawn)
 : 0%	0%	-1	-2	?	2.9µM*
COc1ccc(CCN=C(N)NS(=O)(=O)c2ccccc2)cc1
 : 0%	0%	-9	-7	11%	6%
COc1ccc(N2CCN(C(=O)CCCN3C(=O)c4cccc5cccc(c45)C3=O)CC2)cc1
 : -4%	0%	-11	-3	31%[activator]	?
CNC(=O)C(=O)NCC1OCCCN1S(=O)(=O)c1cccs1 (stereo not drawn)
 : 5%	4%	-7	-2	25%	17%
O=C(Cn1ncc2c(=O)oc3ccccc3c21)N1CCN(C(=O)c2ccco2)CC1
 : -1%	-4%	-10	2	?	6%
Cc1nc(N/N=C/c2ccccn2)sc1C
 : -8%	-22%	0	7	-100%	-71%
O=c1ccc2cc([N+](=O)[O-])c(CCO)cc2o1
 : -18%	-7%	-1	-1	-1%	22%
CCCc1cc(=O)oc2c(C)c(OCC(=O)Nc3ccc(CN4CCOCC4)cc3)ccc12
 : -12%	.	-4	-3	4.1µM*	?
Nc1nc(NC(=O)c2ccc(Cl)cc2)nn1-c1ccccc1
 : 0%	11%	33	17*	253%[activator]	42%[activator]
COC(=O)CNC(=O)C(NC(=O)OCc1ccccc1)C(C)C (stereo not drawn)
 : 1%	1%	22	-2	?	-13%
CCO[C@@H]1OC(C(N)=O)=C[C@H](c2ccc(Br)cc2)[C@H]1CCCO
 : 2%	1%	-13	-1	-5%	6%
Cc1nn(-c2ccccc2)c(-n2cccc2)c1C(=O)O
 : -15%	-6%	-10	-5	13%	-21%
Cn1c(SCC(=O)N(C2CCCCC2)C2CCCCC2)nnc1-c1cccs1
 : 3%	-1%	-4	-2	.	12µM*
CCOc1ccc(NC(=O)CCN2C(=S)NC(C)(C)CC2C)cc1 (stereo not drawn)
 : 54%[activator]	1%	10	6	78%[activator]	-17%
S=c1[nH]nc(-c2cccc(Cl)c2)n1Cc1ccccc1
 : 2%	1%	-3	-1	68%[activator]	-17%
COP(=O)(OC)C(O)C(Cl)(Cl)Cl (stereo not drawn)
 : 1%	12%	24	-1	?	?
Cc1cc(NC(=O)c2ccco2)ccc1NC(=O)Cc1cccs1
 : -6%	0%	32*	20*	6.6µM*	61%[activator]
Cc1nc(SCC(=O)NC(C)(C)C)c2c(-c3cccs3)csc2n1
 : 0%	0%	-12	0	?	-23%
O=C(O)COc1ccccc1/C=N/NC(=O)CSc1nc2ccccc2c(=O)n1-c1ccccc1
 : 9%	-5%	-3	-2	7%	-3%
CC[n+]1c(C)n(C)c2cc(S(=O)(=O)N(C)C)ccc21
 : 50µM*	4%	-14	-3	66%[activator]	0%
CNC(=S)N/N=C/c1c2ccccc2c(Cl)c2ccccc12
 : -26%	-9%	87*	27*	10µM*	2.6µM*
COc1cc(/C=C2\COC/C(=C\c3ccc(O)c(OC)c3)C2=O)ccc1O
 : 50µM*	?	37*	33*	?	10µM*
COc1ccc(CCNC(=O)C2CCCN(S(=O)(=O)N3CCCCCC3)C2)cc1OC (stereo not drawn)
 : 4%	0%	-6	8	?	-29%
COc1ccccc1NC(=O)c1ccc(NC(=O)CSc2nnnn2C)cc1
 : 5.6µM*	-3%	13	5	1%	?
O=C(NC12CC3CC(CC(C3)C1)C2)c1ccc(Br)o1
 : -2%	6%	-2	7	?	?
COc1ccc(NCc2nnc(SCC(=O)Nc3cc(C(F)(F)F)ccc3Cl)o2)cc1
 : 10%	?	11	-1	25%	6%
CCOC(=O)C1CCN(C(=O)c2cc3c(OC)c(OC)c(OC)cc3[nH]2)CC1
 : -11%	4%	-8	-4	?	-17%
CCCC(O)(CCC)C(=O)NN(C(=O)CCl)c1ccccc1
 : 11µM*	2%	-7	2	-94%	?
O=C(Nc1ccc(-c2nc3ccccc3[nH]2)cc1)c1ccc2c(c1)OCO2
 : 4%	.	21	28*	5.2µM*	9.3µM*
O=C(CSc1nnc(-c2ccc(Cl)cc2Cl)n1C1CCCCC1)N1CCCC1
 : -9%	4%	-10	-6	?	.
C/C(=N/NC(=O)c1ccc(NC(=O)c2ccc(F)cc2)cc1)c1ccccc1
 : 4%	1%	30	11	?	?
CCN(CC)CCC(=O)N1c2ccccc2CCc2ccc(NC(=O)OC(C)C)cc21
 : -1%	11%	2	-1	?	?
CCOC(=O)c1c(NC(=O)CSc2nnnn2-c2ccc3c(c2)OCO3)sc(C)c1C
 : 1%	-1%	2	-1	.	82%[activator]
OC[C@@H]1[C@@H](c2ccccc2)C(c2ccccc2)=NN1c1ccccc1
 : .	-11%[89.2 µM]	i	16	.	.
CCN1C(=O)[C@H]2[C@@H](c3ccc(C)cc3)N3C(=O)N(c4cccc(C)c4)C(=O)[C@@]3(Cc3ccccc3)[C@H]2C1=O
 : -13%	-9%	5	-1	?	?
Cc1ccsc1/C=C/C1=Cc2c(sc(NC(=O)CSc3n[nH]c(N)n3)c2C#N)C(C)(C)C1
 : ?	?	-14	-2	8.3µM*	.
CC(=O)C12C3C4C(C5C1C3C5(Br)C41OCCO1)C21OCCO1 (stereo not drawn)
 : 6%	4%	-4	0	-4%	-4%
Cc1ccc(N2CCCCn3c2nc2c3c(=O)[nH]c(=O)n2C)cc1
 : -2%	-1%	-13	-1	174%[activator]	-11%
CCn1c(SCC(=O)Nc2ccc(NC(C)=O)cc2)nc2c([nH]c3ccccc32)c1=O
 : -2%	2%	-1	-1	-2%	0%
COc1ccc(S(=O)(=O)N2c3ccccc3OCC2CC(=O)O)cc1 (stereo not drawn)
 : 6%	1%	-6	-3	16%	-11%
O=C(Nc1nc2c(s1)CN(Cc1ccccc1)CC2)C1CCCC1
 : ?	-10%	28	23*	?	?
NS(=O)(=O)c1ccc(CCNC(=O)c2cc(-c3ccccc3)nc3ccccc23)cc1
 : -4%	-1%	-9	0	-23%	7%
Cc1cccc(N=Nc2c(C)[nH]n(C(N)=S)c2=O)c1C
 : 61%[activator]	7%	13	19	21%	6%
COc1cccc(C2SCC(=O)N2c2ccc(C)cc2)c1OC (stereo not drawn)
 : -9%	4%	-11	0	?	?
O=C(COC(=O)C(Cc1ccccc1)NC(=O)c1ccc(Cl)cc1)c1ccc(Cl)cc1 (stereo not drawn)
 : -3%	1%	-7	9	0%	-1%
C#CCN(N(C)c1ncc(C(F)(F)F)cc1Cl)S(=O)(=O)c1ccc2ccccc2c1
 : 4%	-6%	-19	-3	.	-18%
CN(C)c1ccc(C2SCCN2C(=O)c2ccc([N+](=O)[O-])cc2)cc1 (stereo not drawn)
 : -18%	-2%	-11	-4	0%	12%
CCCCc1ccc(S(=O)(=O)NC2CCS(=O)(=O)C2)cc1 (stereo not drawn)
 : 5%	7%	-6	-1	20%	62%[activator]
